ER stress surv: protection against thapsigargin ER stress killing – CSM14.1 cells, ATP luminescence, primary screen; relative survival (cellular ATP), % at 15 µg/mL (by protocol); AID 1010, 2008; 0.33% of 48,000 active; CSM14.1 thapsigargin ER stress survival;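 active = survival measured by cellular ATP above 50% at 15 µg/ml in the first screen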;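 also: cell death triggered by about 15 µM thapsigargin; ATP read 24 h after thapsigargin was added; plate controls were thapsigargin with DMSO for no effect and DMSO without thapsigargin for full effect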
* marks the source's active call; other numbers are inactive results. Some of the compounds tested; rates above refer to the full screens.

SMILES	ER stress surv
COc1cccc(C2NC(=O)NC(C)=C2C(=O)OCCOC(C)C)c1 (stereo not drawn)	9
O=C(NC1CCCCC1)c1cccc(S(=O)(=O)N2CCOCC2)c1	0
O=C1c2cccc([N+](=O)[O-])c2C(=O)N1c1ccc2[nH]c(=S)sc2c1	6
O=C(CNC(=O)c1ccccc1)OCC(=O)c1ccc(Cl)cc1	18
COc1ccccc1NC(=O)Nc1cccc2cccnc12	3
O=[N+]([O-])c1cccc(C(=S)N2CCOCC2)c1	0
CCCOc1cccc(C(=O)Nc2cccc(S(N)(=O)=O)c2)c1	-1
O=C1NC(=S)S/C1=C\c1cccc(OS(=O)(=O)c2ccc([N+](=O)[O-])cc2)c1	1
NC1=NC(=O)/C(=C/c2ccccc2OS(=O)(=O)c2ccc([N+](=O)[O-])cc2)S1	0
O=C(CSc1nc2ccccc2s1)c1cccs1	14
CSc1nc2ccccc2n1CC(=O)NC(c1ccccc1)c1ccccc1	12
COC(=O)C1=C(C)N=c2s/c(=C\c3ccc(Cl)cc3)c(=O)n2C1c1ccc(OC)c(OC)c1 (stereo not drawn)	2
O=[N+]([O-])c1ccc(N2CCN(S(=O)(=O)c3ccc(Cl)cc3)CC2)cc1N1CCOCC1	3
O=C(c1cccc(Cl)c1)N1CCN(Cc2ccncc2)CC1	-5
O=C(NN1C(=O)c2ccccc2C1=O)c1cccs1	-2
CCOC(=O)c1ccc2c3c(onc13)-c1ccccc1C2=O	20
O=C(CSc1ncccc1C(=O)O)c1ccc(Cl)cc1	14
CN(C)c1cccc(C(=O)Nc2nccs2)c1	2
Cc1cccc(-n2c(C)cc(/C=C3/NC(=S)NC3=O)c2C)c1	-3
N/C(=N\OC(=O)c1ccccc1F)c1ccc([N+](=O)[O-])cc1	2
Cc1ccc(S(=O)(=O)N(Cc2ccccc2)c2ccccc2C(=O)Nc2ccc(C)c(C)c2)cc1	4
Cc1ccccc1C(=O)O/N=C(\N)c1ccccc1	-4
COc1ccc(NS(=O)(=O)c2ccc(C3CCCCC3)cc2)cc1	6
COc1ccc(C2NC(c3ccc(OC)cc3)C3CCCC2C3=O)cc1 (stereo not drawn)	-6
Cc1c(C)c(C)c(C(=O)Nc2ccc(Cl)c(Cl)c2)c(C)c1C	5
CCOC(=O)CNC(=O)C12CC3CC(C1)CC(c1ccc(C)cc1)(C3)C2	0
COc1ccc(C(=O)Nc2ccc(Cc3ccncc3)cc2)cc1[N+](=O)[O-]	3
O=C(/C=C/c1ccccc1)Nc1ccc(Cl)cn1	1
CC1(C)CC(=O)C2=C(C1)NC1=C(C(=O)c3ccccc31)C2c1ccc(OCc2ccccc2)cc1 (stereo not drawn)	-1
CCCCOc1cccc(C(=O)NCc2cccnc2)c1	-3
COc1ccc(C(CC(=O)c2ccc(O)cc2)S(=O)(=O)c2ccc(C)cc2)cc1 (stereo not drawn)	0
Cc1cccc(N2CCN(C(=S)c3ccc(-c4ccccc4[N+](=O)[O-])o3)CC2)c1	0
O=C(O)CCCCCN1C(=O)/C(=C/c2ccc(O)c(O)c2)SC1=S	5
Cc1ccc(C(O)(C(=O)NCc2ccc(N(C)C)cc2)c2ccc(C)cc2)cc1	14
CCCC1=C(C(=O)OCC)C(c2ccc3c(c2)OCO3)NC(=O)N1 (stereo not drawn)	11
c1ccc(Cn2c(CSc3nc4ccccc4o3)nc3ccccc32)cc1	10
COc1ccc(NC(=O)Nc2nnc(-c3ccc(C)cc3)s2)cc1	15
CN1CCN(NC(=S)Nc2ccc([N+](=O)[O-])cc2)CC1	-4
CC1=C(C(=O)c2ccccc2)C(c2ccc([N+](=O)[O-])cc2)NC(=O)N1 (stereo not drawn)	10
COc1ccc(-c2cc(-c3ccccc3)nc(=O)[nH]2)cc1	-3
O=C(CCCOc1ccccc1)Nc1ccc2c(c1)OCCO2	7
C/C=C/C=C/C(=O)Nc1cccc(C(=O)/C=C/c2ccccc2)c1	4
COc1ccc(NC(=S)NC(NC(=O)c2cccc([N+](=O)[O-])c2)C(Cl)(Cl)Cl)cc1 (stereo not drawn)	11
Cc1ccccc1C(=O)Nc1ccc(NC(=O)c2cccc(Br)c2)cc1	1
CC(C)(C)NS(=O)(=O)c1ccc2ccccc2c1	-1
O=C(NCCO)c1ccc(I)cc1	8
COc1ccc(C2Nc3ccc(C(=O)c4ccccc4)cc3NC3=C2C(=O)CCC3)cc1 (stereo not drawn)	-1
CCCC(=O)Nc1ccc(N2CCN(C(C)=O)CC2)cc1	3
COc1ccc(O)c(C(=O)CC(=O)c2ccccc2)c1	-10
c1ccc2c(N3CCCCCC3)nc(-c3ccncc3)nc2c1	0

Among those listed so far, four contain an aryl thioether with sulfur outside any ring.
SMILES	ER stress surv
O=C(CSc1nc2ccccc2s1)c1cccs1	14
CSc1nc2ccccc2n1CC(=O)NC(c1ccccc1)c1ccccc1	12
O=C(CSc1ncccc1C(=O)O)c1ccc(Cl)cc1	14
c1ccc(Cn2c(CSc3nc4ccccc4o3)nc3ccccc32)cc1	10

The results go on.
SMILES	ER stress surv
C=CCNC1=C(Cl)C(=O)c2ccccc2C1=O	-21
COc1ccc(-n2c(CN3C(=O)c4ccccc4C3=O)nc3ccccc3c2=O)cc1	-2
COc1ccccc1C/C(N)=N/OC(=O)COc1ccc(C)cc1	5
Cc1nc(SCC(=O)O)[nH]c(=O)c1Oc1ccccc1	-4
CC1(C)N([O-])c2cc([N+](=O)[O-])ccc2[N+]1=O	3
O=c1[nH]cnc2nc(N3CCCCC3)[nH]c12	15
CC(=O)Nc1ccc(S(=O)(=O)NCc2ccccc2C)cc1	8
COc1ccc(N(CC(=O)Nc2cccc(C)c2C)S(=O)(=O)c2ccccc2)cc1	0
Cc1cccnc1NC(=O)Cc1ccc([N+](=O)[O-])cc1	6
CCOC(=O)c1ccc(-c2ccc(C(=O)Nc3ccc(Cl)cc3)o2)cc1	-2
COc1ccc(C(=O)Oc2ccc(Cl)cc2)cc1S(=O)(=O)N1CCOCC1	7
CCOc1cc(C(=O)Nc2ccc(F)cc2F)cc(OCC)c1OCC	3
COC(=O)c1c(NC(=O)/C=C/C(=O)O)sc(C)c1-c1cc(C)ccc1C	0
O=C(NNC(=O)C1CCCO1)c1cccc(F)c1 (stereo not drawn)	3
COc1cccc(N2C(=O)C(=Cc3ccc(OC)cc3OC)C(=O)NC2=S)c1	3
COc1ccccc1NC(=O)c1cc2c(ccc3ccccc32)oc1=O	-1
COc1ccc(/C=C2\SC(=S)N(c3ccc(C)cc3C)C2=O)cc1OC	13
N#Cc1c(/N=C/c2cc([N+](=O)[O-])c(N3CCOCC3)cc2N2CCOCC2)sc2c1CCCC2	16
COC(=O)C1=C(C)N(C)C(C)=C(C(=O)OC)C1c1cccc(OC)c1	-2
Cc1ccc(/C=C2\SC(=S)N(CCC(=O)Nc3cccc(O)c3)C2=O)cc1	6
COc1cccc(-n2c(O)c(/C=C3\C(C)=Nc4ccccc43)c(=O)[nH]c2=O)c1	-5
COC(=O)c1ccc(NC(=O)CC2Sc3ccccc3NC2=O)cc1 (stereo not drawn)	-2
O=C(c1ccccc1)c1ccccc1N/C=C/[N+](=O)[O-]	19
O=C(c1ccccc1Br)N1CCN(c2ccc(Cl)cc2[N+](=O)[O-])CC1	7
COc1ccc(N(CC(=O)Nc2c(C)n(C)n(-c3ccccc3)c2=O)S(=O)(=O)c2ccc(C)cc2)cc1	6
Cn1cnc2c1c(=O)n(Cc1ccc(Br)cc1)c(=O)n2C	7
COc1ccc(-c2nnc(NC(=O)c3ccco3)s2)cc1OC	11
CCC1(C)CC(CC(=O)O)(c2ccc(F)cc2)CCO1 (stereo not drawn)	2
Cc1ccc(N2C(=O)CC(N3CCN(c4ccc([N+](=O)[O-])cc4)CC3)C2=O)cc1 (stereo not drawn)	0
O=C(O)COc1ccc(N2C(=O)c3ccc(C(=O)O)cc3C2=O)cc1	7

2 records drawn at random from those above, as already listed:
SMILES	ER stress surv
COc1ccc(N(CC(=O)Nc2c(C)n(C)n(-c3ccccc3)c2=O)S(=O)(=O)c2ccc(C)cc2)cc1	6
O=C(c1ccccc1Br)N1CCN(c2ccc(Cl)cc2[N+](=O)[O-])CC1	7

Following part:
SMILES	ER stress surv
COC(=O)c1c(-c2ccc(C(C)(C)C)cc2)csc1N	4
COc1ccc([N+](=O)[O-])cc1NC(=O)Cc1ccc(OC)c(OC)c1	12
O=C(Nc1ccccc1)Nc1nnc(-c2cccc(Br)c2)s1	2
Cc1c(NC(=O)COc2ccc(Cl)cc2Cl)cccc1[N+](=O)[O-]	2
Cc1cc(C)c(OCC(=O)Nc2ccc(F)cc2)c(C)c1	2
Cc1ccc(C23CC4CC(CC(C(=O)Nc5cccc(C(=O)O)c5)(C4)C2)C3)cc1	4
CCOc1ccc(N(CC(=O)Nc2cccc(Cl)c2)S(=O)(=O)c2ccc(SC)cc2)cc1	4
Cc1ccc(-n2c(SCC(=O)Nc3ccccc3)nc(O)c(Cc3ccccc3)c2=O)cc1	2
CCOc1ccc(N(CC(=O)Nc2ccc(C)c(Cl)c2)S(C)(=O)=O)cc1	18
O=C1c2ccccc2C(=O)N1CN1CCN(Cc2ccccc2)CC1	1

5 neighbouring entries out of the list so far, for reference:
SMILES	ER stress surv
Cc1ccc(C23CC4CC(CC(C(=O)Nc5cccc(C(=O)O)c5)(C4)C2)C3)cc1	4
CCOc1ccc(N(CC(=O)Nc2cccc(Cl)c2)S(=O)(=O)c2ccc(SC)cc2)cc1	4
Cc1ccc(-n2c(SCC(=O)Nc3ccccc3)nc(O)c(Cc3ccccc3)c2=O)cc1	2
CCOc1ccc(N(CC(=O)Nc2ccc(C)c(Cl)c2)S(C)(=O)=O)cc1	18
O=C1c2ccccc2C(=O)N1CN1CCN(Cc2ccccc2)CC1	1

More results:
SMILES	ER stress surv
O=C(O)CCC(=O)N1N=C(c2ccc(Br)cc2)CC1c1ccc(Br)cc1 (stereo not drawn)	6
O=C(COc1ccc2ccccc2c1)Nc1ccc(Cl)cc1Cl	6
Cc1cc(=O)oc2cc(OCC(=O)OC(C)C)c(Cl)cc12	8
O=c1[nH]c(N2CCCCCC2)nc2ncn(Cc3ccccc3)c12	7
CC(C)(C)c1ccc(S(=O)(=O)N2CCN(c3ccc(F)cc3)CC2)cc1	4
COc1ccc(OC)c(N2C(=O)C3C4C=CC(CC4)C3C2=O)c1 (stereo not drawn)	11
COc1cccc(NC(=O)CN(c2ccc(C)c(Cl)c2)S(C)(=O)=O)c1	0
O=C(/C=C/c1ccccc1)N1CCc2ccccc21	-5
CCOC(=O)c1sc(NC(=O)c2cc3n(n2)C(C(F)(F)F)CC(c2ccccc2)N3)c(C(=O)OCC)c1C (stereo not drawn)	0
COc1cc(C(=O)N2CCC(Cc3ccccc3)CC2)cc(OC)c1OC	2

An excerpt from above in order of heavy-atom count, ascending:
SMILES	ER stress surv
O=C(COc1ccc2ccccc2c1)Nc1ccc(Cl)cc1Cl	6
O=C(O)CCC(=O)N1N=C(c2ccc(Br)cc2)CC1c1ccc(Br)cc1 (stereo not drawn)	6
CCOC(=O)c1sc(NC(=O)c2cc3n(n2)C(C(F)(F)F)CC(c2ccccc2)N3)c(C(=O)OCC)c1C (stereo not drawn)	0

Additional compounds follow.
SMILES	ER stress surv
Cc1ccc(-c2cc(NC(=O)c3ccc(Cl)cc3)n[nH]2)cc1	2
c1ccc(CCSc2ncnc3nc[nH]c23)cc1	2
COc1cccc(/C=N\NC(=O)CN2CCN(Cc3ccccc3)CC2)c1O	6
O=S(=O)(Nc1cccc(-c2nc3ccccc3[nH]2)c1)c1ccccc1	-7
COc1ccc2nc(C)c(CCC(C)=O)c(Cl)c2c1	5
CCNC(=O)C(=O)Nc1ccccc1C	9
COCCNC(=O)c1nn2c(C(F)(F)F)cc(-c3ccc(OC)c(OC)c3)nc2c1Cl	4
Cc1ccc(/C(O)=C2\C(=O)C(=O)N(CCCC(=O)O)C2c2ccc(Cl)cc2)cc1 (stereo not drawn)	-3
O=C(NCC1COc2ccccc2O1)c1ccccc1 (stereo not drawn)	8
O=C(NC1CCCCCC1)c1ccc([N+](=O)[O-])o1	-28
O=C1C(=O)c2ccccc2C(O)=C1c1ccc([N+](=O)[O-])cc1	8
CON(C)c1nc(OCCNC(=O)COc2ccc(Cl)cc2C)nc(N(C)C)n1	-4
Cc1cccc(C2(c3cccc(C)c3)CC2C(=O)NC(C)C)c1 (stereo not drawn)	2
Cc1ccc(-c2cc(NC(=O)c3ccc(F)cc3)n[nH]2)cc1	11
O=C(Oc1ccc(-c2nc3ccccc3[nH]2)cc1)c1ccc(Cl)cc1	1
COc1nccnc1NS(=O)(=O)c1ccc(N=Cc2c(C)[nH]n(-c3ccc(C)c(C)c3)c2=O)cc1	-4
O=C(Nc1ccccc1C(F)(F)F)C12CC3CC(CC(C3)C1)C2	7
COc1cc(/C=c2\sc3nc4ccccc4n3c2=O)cc(I)c1OCCOc1cccc(C)c1	3
COc1nc2nonc2nc1Nc1ccc(C)cc1	-2
Cc1ccc(-n2nc3cc(C)c(NC(=O)COc4ccccc4C)cc3n2)cc1	1
Cc1ccc(NC(=O)/C(=C\c2ccc([N+](=O)[O-])o2)NC(=O)c2ccccc2I)cc1	-1
O=c1oc(-c2cccs2)nc2sc3c(c12)CCCCC3	0
Cc1ccc(OCC(=O)N2CCc3ccccc3C2)cc1	-13
CCOC(=O)C1=C(C)N=c2s/c(=C\c3ccc(-c4cccc(C(=O)O)c4)o3)c(=O)n2C1c1ccc(OC)c(OC)c1 (stereo not drawn)	16
O=C1NC(=Nc2ccccc2)S/C1=C/c1ccsc1	2
COCCCN1C(=O)c2ccc3c4c(ccc(c24)C1=O)CC3	5
CC1CCN(C(=O)c2ccc(Br)cc2)CC1	-1
O=C(Nc1ccccc1-c1ccccc1)c1ccc(F)cc1	8
O=C(NNC(=O)C(c1ccccc1)c1ccccc1)C(c1ccccc1)c1ccccc1	15
C/C(=N\NC(=O)Cc1ccc(Cl)cc1)c1ccc(Cl)s1	6

Compound activity from PubChem.
